# Assay outcomes from PubChem BioAssay.
# CF NFkB inh – inhibitors of PAF-induced NF-kB signaling, primary screen, cell-based, GFP fluorescence, uHTS; 0.86% of 360,000 active; KKLEB NF-kB-GFP reporter, GFP fluorescence overnight; inhibition, % at 5 µM; AID 588850, 2011;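 active = at least 50% inhibition at 5 µM, scaled per plate between neutral and stimulator controls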;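 note: PAF is a Pseudomonas aeruginosa culture filtrate used as stimulus; plate controls were PAF-stimulated DMSO wells for no effect and unstimulated DMSO wells for full effect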
# NR2E3 ag-1 – inhibitors of NR2E3-RetCOR corepressor binding, primary screen, NR2E3 agonist project, biochemical, TR-FRET, GST-NR2E3, biotin-RetCOR; Photoreceptor-specific nuclear receptor (Homo sapiens), Q9Y5X4; 1536-well; inhibition of corepressor binding, % at 4.78 µM; 0.12% of 320,000 active; AID 2300, 2010;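 active = percent inhibition above the cutoff of mean plus 3 SD of all tested compounds, set per screening campaign, cut at about 20% in these data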;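 note: 0% = DMSO wells and 100% = biotin wells as full block of FRET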
# Target sequence (Q9Y5X4 whole entry, looked up): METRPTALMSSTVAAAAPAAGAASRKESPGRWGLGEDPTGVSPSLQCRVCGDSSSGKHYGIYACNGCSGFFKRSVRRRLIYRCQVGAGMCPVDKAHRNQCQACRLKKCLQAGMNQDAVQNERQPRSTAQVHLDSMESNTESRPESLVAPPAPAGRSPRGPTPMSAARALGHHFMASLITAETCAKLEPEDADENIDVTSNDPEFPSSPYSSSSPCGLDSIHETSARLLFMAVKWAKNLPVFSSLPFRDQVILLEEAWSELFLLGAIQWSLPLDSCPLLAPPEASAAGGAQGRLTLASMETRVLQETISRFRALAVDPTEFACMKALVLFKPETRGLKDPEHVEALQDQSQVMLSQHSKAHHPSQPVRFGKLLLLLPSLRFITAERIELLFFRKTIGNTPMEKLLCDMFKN
#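 Material – GST-tagged NR2E3 plus biotinylated RetCOR corepressor · Quantity – NR2E3 fusion 1.35 nM · Times – 5 h incubation at 4 °C · Medium – pH 7.5 Tris-based buffer · Technique – TR-FRET, Eu(K)-anti-GST donor, streptavidin-D2 acceptor, ex 340, em 617/671 nm · Benchmarks – high control biotin, low control 0.6% DMSO · Format – 1536-well plates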
# KKLEB cytotox – cytotoxicity in KKLEB CF airway cells, primary screen, cytotoxicity control for CF NF-kB inhibitor project, cell-based, uHTS, fluorescence assay plates. KKLEB CF airway cells viability, ATPlite luminescence, overnight; hits give low values; cells stimulated with P. aeruginosa culture filtrate. activity change (cytotoxicity), % at 5 µM. 0.36% of 360,000 active. AID 602141, 2011;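 active = corrected activity change at or below -50% at 5 µM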
# Vif imaging – HIV Vif self-association inhibitors, primary screen, imaging, HEK293T, single point; HEK293T cells, Vif self-association by quenched fluorescence, 24 h; inhibition, % at 7.49 µM; 0.35% of 340,000 active; AID 602346, 2012; in the data active = inhibition above about 50%, passing the limit was not always enough; inconclusive = no clear call, values can overlap the other calls; inactive = below about 31%; note: some results filed as inactive read as strong as hits
# CaV13 ICDI inh – Disruptors of the CACNA1D IQ motif to Ca2+-dependent inactivation inhibitor domain association, primary screening, Förster resonance energy transfer in intact living …; inhibition, % at 12.3 µM; 0.098% of 340,000 active; HEK cells, CFP/YFP FRET ICDI-IQ, plate reader, 10 min; percent FRET-ratio fall versus neutral wells;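 active = mean replicate inhibition of at least 30% and at least 1% of replicates passing that level; inconclusive = only one of the two criteria is met; inactive = neither criterion is met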;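 note: 0% = median of the neutral control wells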
# Shn3 inh set2 – reduction of Shn3 3'UTR firefly luciferase signal, primary screen, Schnurri-3 inhibitor project, cell-based, Clone20 osteoblasts, set 2 | inhibition, % at 12.5 µM | 0.52% of 360,000 active | Clone20 osteoblast Shn3 3'UTR firefly luciferase, 24 h;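 active = mean inhibition of at least 75% with every replicate also reaching 75%; inconclusive = mean inhibition at least 75% but some replicate below; inactive = mean inhibition below 75%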;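 note: 0% = median of neutral control wells and 100% = pilot-screen positive control compound; some compounds past the cut are filed as inactive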
# HIF-2a inh – HIF-2a reporter inhibitors, primary screen, luminescence, 786-0 RCC cells | 0.72% of 360,000 active | 786-0 RCC cells HIF-2a reporter, luciferase luminescence, overnight | AID 624352, 2012 | inhibition, % at 18.8 µM;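 active = inhibition of the luminescence signal of 40% or more relative to plate controls, in a single-dose primary screen at 18.75 µM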
# PDI inh – inhibitors of human PDI, primary screen, biochemical, turbidity, single point, plate reader; PDI insulin aggregation turbidity, A650, 90 min; inhibition, % at 10 µM; 0.052% of 350,000 active;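 active = mean inhibition across replicates of 30% or more, whatever share of single replicates reach that level; inconclusive = mean inhibition below 30% while every single replicate reaches 30%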;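 note: absorbance from insulin aggregation driven by PDI reduction with DTT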
# Target sequence (P07237 whole entry, looked up): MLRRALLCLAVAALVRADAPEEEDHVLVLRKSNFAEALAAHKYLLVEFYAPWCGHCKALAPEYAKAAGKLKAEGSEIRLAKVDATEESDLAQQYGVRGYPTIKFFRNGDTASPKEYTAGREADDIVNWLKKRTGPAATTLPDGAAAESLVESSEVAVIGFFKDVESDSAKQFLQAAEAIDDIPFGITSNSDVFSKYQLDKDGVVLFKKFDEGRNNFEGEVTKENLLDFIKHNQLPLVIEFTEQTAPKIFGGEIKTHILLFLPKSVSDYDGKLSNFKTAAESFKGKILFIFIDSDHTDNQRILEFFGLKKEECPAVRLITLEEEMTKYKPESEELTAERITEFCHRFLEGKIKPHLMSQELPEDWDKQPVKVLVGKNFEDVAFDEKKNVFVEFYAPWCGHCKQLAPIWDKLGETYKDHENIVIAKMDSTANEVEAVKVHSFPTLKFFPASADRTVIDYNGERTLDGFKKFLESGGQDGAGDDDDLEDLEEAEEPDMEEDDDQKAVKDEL
# Peg3 promoter – Peg3 promoter-driven luciferase inhibitors, primary screen, cell-based, HeLa, luciferase luminescence; AID 588405, 2011; HeLa PEG-Prom luciferase reporter, overnight; inhibition, % at 20 µM; 1.7% of 360,000 active;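 active = inhibition of at least 50% at 20 µM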
# MITF TRPM1 inh – inhibitors of MITF-dependent TRPM1 promoter reporter, primary screen, cell-based, SK-MEL-5, single point, luciferase | SK-MEL-5 TRPM1 promoter luciferase, 24 h | inhibition, % at 12.5 µM | 0.83% of 330,000 active | AID 488899, 2010;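 active = mean inhibition across replicates of 60% or more, whatever share of single replicates reaches that level; inconclusive = some that reach 60%, reason not given; inactive = mean inhibition across replicates below 60%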; note: values of inactives mirror those of a sister screen read the other way
# NR2E3 ag-2 – NR2E3 agonists in two-hybrid cells, primary screen, cell-based, luminescence, CHO-S, Gal4-NCOR/VP16-NR2E3 | Photoreceptor-specific nuclear receptor (Homo sapiens), Q9Y5X4 | luciferase | inhibition of corepressor binding, % at 3.98 µM | 0.35% of 360,000 active | AID 602229, 2012;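 active = inhibition above the mean of all tested compounds plus 3 SD, cut at about 70% in these data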;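 note: 0% = DMSO with NR2E3 transfected cells and 100% = cells lacking NR2E3 construct; higher means lower luciferase signal from less NR2E3 corepressor binding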
# An asterisk follows results filed as active; ? = inconclusive; . = no result given; + = active, no number. Not a hit list. Share with any hit: about 3.3%.
SMILES,CF NFkB inh,NR2E3 ag-1,KKLEB cytotox,Vif imaging,CaV13 ICDI inh,Shn3 inh set2,HIF-2a inh,PDI inh,Peg3 promoter,MITF TRPM1 inh,NR2E3 ag-2
Cc1ccc(-c2onc3ccc(Br)cc23)cc1,25,-4,-1,.,-4,-26,-82,-3,-38,-21,-4
CCCOc1ccc2oc(=O)c3c(c2c1)CCCN3C(=O)CN1CCN(c2ncccn2)CC1,-23,0,-5,6,.,94*,4,9,15,1,15
CC(=O)Nc1ccc2nc(-c3cccn3C)[nH]c2c1,-14,-1,9,6,-5,4,-134,-5,-70,-39,-20
CCOC(=O)C1=C(C)NC(=O)NC1c1ccccc1OCc1c(F)cccc1Cl (stereo unspecified),25,-2,11,-10,-3,6,17,3,24,-3,2
Cc1cnc(CN(C)C(=O)C2CCC(=O)N(CCc3ccc(Cl)cc3)C2)[nH]1 (stereo unspecified),13,.,-10,12,-16,-23,14,-1,-2,.,-12
Cc1cccc(NC(=S)NNC(=O)c2ccc(Br)o2)c1,7,-1,9,2,-8,-16,-158,0,-74,-6,-45
O=C(CSc1nnc2ccccn12)NCCc1ccc(F)cc1,-22,-3,-13,-2,.,-15,-1,-7,5,-6,12
COc1cc(NC(=O)CSc2nccc(C)n2)c(C(=O)O)cc1OC,-4,-3,0,0,-4,0,6,1,7,-5,-8
CCOC(=O)C1(C)NC(c2cccs2)C2C(=O)N(c3ccc(OC)cc3)C(=O)C21 (stereo unspecified),-1,3,-2,3,-17,-6,15,12,3,.,-9
O=C(c1ccc(Cl)cc1)N1CCC2CC1c1cc(-c3ccccc3)ccc12 (stereo unspecified),-10,.,10,.,-7,-9,5,1,12,-12,-4
O=C(CCSCc1ccc(Cl)cc1)NCc1ccco1,-15,-2,-8,-2,-7,-16,17,-2,-5,3,-1
O=C(Cc1ccc([N+](=O)[O-])cc1)N1CCc2ccccc2C1,20,3,17,-1,-19,-17,-16,-4,-31,-4,1
CC(C)(C)[C@@H]1C=C(C(N)=O)O[C@H](OCc2ccc(CO)cc2)C1,12,2,-12,-3,-9,15,11,-2,5,9,19
Cc1ccc(NS(=O)(=O)c2cc(C(=O)N(C)C)ccc2C)cc1C,5,.,2,1,-5,24,21,8,16,7,7
CNC(=O)NC(=O)C(c1ccccc1)N(C)CC1COc2ccccc2O1 (stereo unspecified),3,0,-1,-16,-7,3,12,7,6,0,-32
CCOC(=O)C1=C(N)n2c(s/c(=C/c3ccco3)c2=O)=C(C(=O)OC)C1c1ccco1 (stereo unspecified),21,-4,-12,3,-6,-6,13,-1,25,17,-39
COc1ccc(C2=Nn3c(nnc3-c3ccccc3Cl)SC2)cc1OCC1CC1,40,.,-24,-24,-5,54,24,4,37,36,-30
CC(=Nc1ccc(C)cc1)c1sc2ccccc2c1O,-15,1,-45,-3,-5,-10,-151,1,-198,-32,-148
CC1(C)CC(=O)C(Sc2nnc(-c3ccc(NS(C)(=O)=O)cc3)n2Cc2ccco2)C(=O)C1,5,4,4,0,-8,11,10,3,0,9,4
Nc1nc(F)nc2c1ncn2[C@@H]1O[C@H](CO)[C@@H](O)[C@@H]1O,-9,3,15,8,-5,9,3,-4,23,1,9
CC(=O)c1cccc(NC(=O)CN2C(=O)NC(C)(c3ccc4c(c3)OCCCO4)C2=O)c1 (stereo unspecified),22,4,-3,-3,-7,8,7,3,18,0,7
N#CCCN(C(=O)CSc1nc2ccccc2c(=O)[nH]1)c1ccc(F)cc1,-2,.,-6,-4,-6,2,2,11,19,-8,-1
COC(=O)c1cccc(-n2nnnc2SCC(=O)Nc2cc(C)on2)c1,-11,1,-8,1,.,14,-1,0,7,-5,14
CCc1noc(C)c1C(=O)N(CCOC)c1c(N)n(CC(C)C)c(=O)[nH]c1=O,-11,-1,7,5,.,8,4,10,2,4,-3
CCOC(=O)C1=NN(c2ccccc2)C2C(=O)N(c3ccccc3OC)C(=O)C12 (stereo unspecified),14,7,-9,-1,-19,-3,13,-1,1,-5,-3
CC(=O)NCCCCCCNC(C)=O,-1,0,19,-8,-4,18,5,-11,6,3,-11
O=C(c1ccccc1)N1CCOC(O)(c2ccccc2)C1c1ccccc1 (stereo unspecified),-34,.,15,-42,-16,7,-6,-2,15,-3,-15
NCCCC[C@H]1CNC(=O)C(=O)N1CCc1cc(C(F)(F)F)cc(C(F)(F)F)c1,-11,-3,-3,0,-6,-26,14,-7,-3,2,0
O=S1(=O)C=CC(N2CCOCC2)C1 (stereo unspecified),-9,-1,-5,3,0,-4,18,-1,-2,-6,-10
O=C1c2cccnc2Oc2ccc(Cl)cc2N1Cc1ccc(F)cc1,17,-2,-3,-3,-5,28,35,7,35,4,0
Cc1cc(C)c(C(=O)/C=C/c2ccc(C(C)C)cc2)c(=O)[nH]1,59*,-4,-22,-3,-7,-16,59*,-1,68*,15,82*
Cc1nc2ccc(S(=O)(=O)N(C)CC(=O)NC(C)c3ccccc3)cc2s1 (stereo unspecified),-1,0,11,6,-7,-2,-1,-1,-7,-4,9
CN(C)S(=O)(=O)c1ccc(C(=O)NCCSc2ccc(Br)cc2)cc1,-15,1,5,0,-2,-4,24,-1,21,2,31
O=C(Cc1ccccc1)NCCS(=O)(=O)N1CCN(c2cccc(Cl)c2)CC1,-10,1,-2,-2,-6,10,13,3,20,1,8
COc1ccc(N=C2NC(=O)/C(=C/C=C/c3ccccc3)S2)cc1,0,1,1,3,-3,-10,6,14,-5,-1,-20
Cc1ccccc1C(=O)NNC(=O)c1ccc(Br)cc1,-6,0,4,31,-15,-38,-180,-2,-139,-63,-43
COc1cccc2c1OC1(C)CC2NC(=O)N1c1cccc(C(=O)N2CCN(c3ccccn3)CC2)c1 (stereo unspecified),3,-1,2,2,.,1,1,5,19,7,0
CCCCN(C(=O)c1ccc(N2CCCC2=O)cc1)c1c(N)n(CCCC)c(=O)[nH]c1=O,-3,3,5,10,-15,7,8,-2,13,8,-7
CN(C)/C=C/C(=O)c1ccc([N+](=O)[O-])c(CS(=O)(=O)c2ccccc2)c1,4,-4,-2,9,-11,-2,2,-9,13,4,-2
COc1ccc(/C=N/NC(=O)c2ccc3c(c2)OCO3)cc1,2,6,-5,0,-18,-20,-94,13,-50,-29,-62
COc1cccc(OC)c1C(=O)N1CC(C)OC(C)C1 (stereo unspecified),14,4,-1,8,-8,9,-9,-4,9,11,8
O=C1/C(=C/c2ccccc2)Nc2ccccc21,0,2,-26,.,-5,-12,-1,2,-8,1,-3
O=C(CSc1ccccc1)N1CCN(S(=O)(=O)c2ccccc2)CC1,-2,1,5,-2,-8,-10,-5,-1,3,-10,4
Cc1cc(C)nc(NC(=NCc2ccc3c(c2)OCO3)NC(=O)Nc2ccccc2)n1,-8,-2,4,.,-7,66,-23,1,-5,-8,1
Cc1cc(NC(=O)CN2CCC(C)CC2)no1,-7,0,6,5,-1,19,12,-4,4,2,0
Oc1ccc(Nc2ccnc3cc(Cl)ccc23)cc1,-33,2,10,-5,-18,17,-53,-5,-42,4,-12
Cc1cc(C)c(OCC(=O)OCC(=O)NCC2CCCCC2)c(C)c1,-20,1,2,2,-6,-9,7,-5,-11,1,9
Cc1ccc(N(CC(=O)NC2CCCCC2)C(=O)c2ccc(C)s2)cc1,4,1,-18,-3,-5,20,3,3,17,6,-8
Cc1cccc(OCc2nn[nH]n2)c1C,-10,1,5,-1,-1,-4,17,2,10,8,-14
O=C(O)C1C(c2ccccc2)C(C(=O)Oc2ccc(O)cc2)C1c1ccccc1 (stereo unspecified),11,-2,-7,-6,-5,1,16,46*,15,4,2
O=C(Nc1cccnc1)C1Cc2c(-c3ccco3)ccnc2O1 (stereo unspecified),-22,.,-8,-8,-10,-2,16,5,12,.,14
COc1ccc(C(=O)Nc2sc(C)c(C)c2CN2CCOCC2)cc1,27,0,-3,.,-6,-6,-112,2,-160,-30,-120
CCOCCCNc1nc2nc3ccc(C)cn3c(=O)c2cc1C(=O)NCC1CCCO1 (stereo unspecified),-6,-2,-3,-2,+,12,0,3,5,-30,-4
COC(=O)Cn1c(Cc2ccccc2)nc2ccccc21,-2,1,5,-4,-3,8,8,4,-7,5,-7
C=C1C[C@@]23CCC4[C@@](C)(CCC[C@@]4(C)C(=O)OC)C2CC[C@]1(OC(C)=O)C3 (stereo partly specified),51*,0,-28,-7,-9,24,-88,2,5,12,10
CCN=C(N/N=C/c1ccc([N+](=O)[O-])cc1)SC,7,5,-1,12,-8,-33,10,-5,-14,-3,-26
CCCCCC(O)(CCN1CCCCC1)c1ccccc1 (stereo unspecified),8,2,-1,20,-20,-45,20,-12,-2,-2,-30
Cc1ncc(N=Nc2ccc(F)cc2)c(-c2ccc(Cl)cc2)n1,40,1,-40,?,.,-2,12,6,22,11,10
COCC(=O)Nc1cc(C(=O)Nc2ccccc2C)ccc1Cl,-1,2,-6,4,-11,4,-80,-13,-19,-17,12
COC(=O)c1cccc(NC(=O)c2cccc(-n3cnnn3)c2)c1,-6,.,-6,3,-6,2,11,5,6,.,23
# (listing goes on)
SMILES,CF NFkB inh,NR2E3 ag-1,KKLEB cytotox,Vif imaging,CaV13 ICDI inh,Shn3 inh set2,HIF-2a inh,PDI inh,Peg3 promoter,MITF TRPM1 inh,NR2E3 ag-2
O=C(COc1ccc2ccccc2c1)NNC(=O)c1ccc([N+](=O)[O-])cc1,11,5,-8,-6,-6,1,1,-3,12,14,-22
CCOC(=O)C1CCN(C(=O)COC(=O)CN(C)S(=O)(=O)c2ccc(NC(C)=O)cc2)CC1,16,1,-9,11,-7,0,11,3,8,5,7
CCC1=C(OC(=O)N(CC)CC)N2C(=O)OC(=NCC3CC3)[C@]2(C)[C@H]2C1=CC[C@H]1C(=O)N(C)C(=O)[C@H]12,-11,2,8,0,-11,-2,-2,-3,22,0,7
CSc1nc(N(C)NC(=O)c2cccc(C)c2)c2ccccc2n1,43,3,-5,11,.,-4,17,9,-36,58,32
